Bioassay records (PubChem)
Vif-A3G inh: Vif-A3G binding inhibition | HeLa A3G-eYFP + Vif (tagged APOBEC3G with the HIV-1 protein that degrades it), YFP fluorescence, overnight | 0.076% of 410,000 active | AID 602310 | Q9HC16 | Potency, µM (highest dose often 46.1 µM), for inactives: at the highest dose activity, negative = active, actives largely listed as inhibitors;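 note: % is set by controls: 0 for no effect and ±100 for the full control effect; nearly all actives have a fitted effect of over 60% in size; hits raise eYFP signal because A3G escapes Vif-driven loss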
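Read-out is eYFP fluorescence (Ex 488/Em 500-530) from Vif-expressing HeLa A3G-eYFP cells; more signal means A3G escaped Vif-mediated degradation. Cells plated overnight, compound pinned in, incubated overnight at 37 deg C.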
rTrxR1 inhibitor: rat TrxR1 inhibition | recombinant rTrxR1, NADPH fluorescence consumption, selenite substrate | Potency, µM (series often up to 114 µM), for inactives: at the top dose activity change, negative = inhibition, actives largely listed as inhibitors | 1% of 390,000 active | AID 588453; note: % is set by controls: 0 for no effect and ±100 for the full control effect; nearly all actives have a fitted effect of over 65% in size
Target sequence (O89049 whole entry, looked up): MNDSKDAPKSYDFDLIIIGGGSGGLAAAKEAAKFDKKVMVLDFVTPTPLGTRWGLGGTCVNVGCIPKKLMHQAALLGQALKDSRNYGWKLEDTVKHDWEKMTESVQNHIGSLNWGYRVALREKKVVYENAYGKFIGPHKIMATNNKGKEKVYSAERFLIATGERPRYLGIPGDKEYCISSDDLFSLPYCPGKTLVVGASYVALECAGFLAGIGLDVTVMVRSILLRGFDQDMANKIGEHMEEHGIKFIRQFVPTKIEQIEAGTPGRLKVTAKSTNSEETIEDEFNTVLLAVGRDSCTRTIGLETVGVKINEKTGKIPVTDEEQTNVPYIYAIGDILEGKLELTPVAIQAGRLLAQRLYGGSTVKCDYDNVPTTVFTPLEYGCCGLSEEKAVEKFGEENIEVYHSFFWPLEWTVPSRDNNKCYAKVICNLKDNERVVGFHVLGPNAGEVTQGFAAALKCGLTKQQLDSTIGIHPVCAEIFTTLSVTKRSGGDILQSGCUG
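Rat TrxR1 (90 nM in the dispensed reagent) was pre-reduced with 400 uM NADPH for 5 min at room temperature, then incubated with compound for 15 min. After 400 uM selenite was added, NADPH fluorescence (Ex 340/Em 450 nm) was followed for 8 min.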
TrxR1 substrate: substrates of rat thioredoxin reductase 1 | O89049 | purified TrxR1 substrate turnover, NADPH consumption readout | Potency, µM (top dose mostly 114 µM), for the others: at the highest dose activity change, negative = substrate turnover | 0.01% of 390,000 active | AID 588456; note: % is set by controls: 0 for no effect and ±100 for the full control effect; nearly all actives have a fitted effect of over 50% in size
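Rat TrxR1, dispensed at 90 nM, was prereduced with 400 uM NADPH (final) for 5 min at ~22 deg C, then incubated with compound 15 min before 400 uM selenite. A first-read NADPH fluorescence drop versus no-compound background flagged substrates.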
12-LOX inh: ALOX12 (human) lipoxygenase inhibition. Potency, µM (series often up to 108 µM), for the others: at the highest dose activity change, negative = inhibition, actives largely listed as inhibitors. P18054. 1.1% of 580,000 active. purified 12hLO, xylenol orange hydroperoxide absorbance; note: % is set by controls: 0 for no effect and ±100 for the full control effect
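Purified human 12hLO (150 nM final) in 25 mM Hepes, 0.01% Triton X-100, pH 7.0 was preincubated 15 min at room temperature with compound. Then 40 uM arachidonic acid was added, 30 min. Hydroperoxide was read by Fe-XO absorbance ratio 573/405 nm.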
RGS4 inhibitor: human RGS4 inhibition. P49798. Transcreener GDP fluorescence polarization, RGS4-accelerated GTP hydrolysis. Potency, µM (doses to about 114 µM), without a hit: top-dose activity change, negative = inhibition, actives largely listed as inhibitors. 0.039% of 390,000 active; note: % is set by controls: 0 for no effect and ±100 for the full control effect; nearly all actives have a fitted effect of over 75% in size; some results filed as inactive show a strong effect at the top dose
Target sequence (P49798 whole entry, looked up): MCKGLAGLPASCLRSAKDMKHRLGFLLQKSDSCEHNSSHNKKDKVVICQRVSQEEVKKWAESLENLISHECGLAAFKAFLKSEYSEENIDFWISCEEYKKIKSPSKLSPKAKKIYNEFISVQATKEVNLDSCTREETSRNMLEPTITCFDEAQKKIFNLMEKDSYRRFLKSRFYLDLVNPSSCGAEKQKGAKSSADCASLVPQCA
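MLSMR compounds (23 nl, pin-transferred) preincubated 10 min at room temperature with a 500nM (2x) first reagent, then RGS4 at 900nM (2x) plus Transcreener GDP mix added; fluorescence polarization (620/688 nm) read before and after 90 min at 30 °C.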
Vif-A3F inh: blocks the Vif interaction with APOBEC3F | HeLa A3F-eYFP + Vif (tagged APOBEC3F with the HIV-1 protein that degrades it), YFP fluorescence increase | Potency, µM (highest dose often 46.1 µM), inactives show at the highest dose activity, negative = active | 0.2% of 390,000 active | AID 602313; note: % of control where 0% means no effect; nearly all actives have a fitted effect of over 65% in size
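HeLa cells stably expressing Vif plus C-terminally eYFP-tagged A3F were seeded, incubated overnight at 37 deg C, dosed with compound, incubated overnight again at 37 deg C. Yellow fluorescence (Ex 488/Em 500-530) reported blocked Vif-mediated A3F-eYFP degradation.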
mIDH1 inhibitor: blocks human mutant IDH1 R132H enzyme; O75874; IDH1-R132H enzyme, NADPH consumption, diaphorase/resazurin fluorescence; Potency, µM (series often up to 76.6 µM), for the others: at the highest dose activity change, negative = inhibition, actives largely listed as inhibitors; 0.093% of 390,000 active; AID 602179; note: % is set by controls: 0 for no effect and ±100 for the full control effect; nearly all actives have a fitted effect of over 65% in size
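IDH1-R132H (0.5 ug/mL) preincubated 30 min with compound, then NADPH (0.016 mM) and alpha-KG (2 mM) added; 80 min at RT, pH 7.5. Remaining NADPH coupled via diaphorase/resazurin to fluorescence (540/590 nm); concentration-response curves normalized to no-enzyme control.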
USP1 inh: blocks the human USP1/UAF1 deubiquitinase complex; recombinant USP1/UAF1, Ub-Rhodamine cleavage fluorescence; AID 743255; Potency, µM (top dose mostly 57.1 µM), inactives show at the top dose activity change, negative = inhibition, most hits filed as inhibitors; 0.23% of 390,000 active; note: % is set by controls: 0 for no effect and ±100 for the full control effect; nearly all actives have a fitted effect of over 60% in size; inactives centre near -12
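Step one: compound is pinned into 1nM USP1/UAF1 in HEPES pH 7.8 buffer with TCEP. Step two: 15 min room-temperature incubation. Step three: Ub-Rho (150nM final) starts cleavage, tracked by fluorescence over six one-minute reads.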
RXFP1 ag: agonists of human relaxin receptor RXFP1. AID 2676. Q9HBX9. 0.3% of 370,000 active. Potency, µM (highest dose often 57.5 µM), inactives show at the top dose activation, actives largely listed as activators. HEK293T-RXFP1 cAMP TR-FRET, 30 min; response scale: percent of porcine relaxin response, buffer zero; note: % is set by controls: 0 for no effect and ±100 for the full control effect; nearly all actives have a fitted effect of over 60% in size; many of its hits are not listed in these tables
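Agonist response is measured as cAMP accumulation in an RXFP1-transfected HEK293T line under PDE4 inhibition. Values are scaled between buffer-only and 29 nM porcine relaxin, and EC50s come from standard Hill equation fits.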
Starred values were filed as active, the others as inactive; ? = inconclusive; nt = no result given; & = joins results of further samples; [ ] = another dose, or the depositor's remark. Calls come from the whole dose curve; as a rule, active = well fitted curve in the direction sought with a large enough effect; inconclusive = small, poorly fitted or top-dose-only effect, or another doubt; inactive = no such curve, though single readings can be large; an effect the other way counts as inactive or inconclusive. Potency is the fitted concentration of half-maximal effect. Some of the compounds tested; rates above refer to the full screens.

SMILES	Vif-A3G inh	rTrxR1 inhibitor	TrxR1 substrate	12-LOX inh	RGS4 inhibitor	Vif-A3F inh	mIDH1 inhibitor	USP1 inh	RXFP1 ag
NNC(=O)c1ccc(COCC(F)(F)C(F)F)cc1	-1%	8%	3%	0%	21%	8%	-5%	-23%	-1.2%
COc1cccc(-c2cc(C(=O)N3CCCCCC3)no2)c1	1%	-71%	-2%[57.1 µM]	20%	-10%	-10%	-3%	-1%	0.8%
CC(C)N1C[C@@]23C=C[C@@H](O2)C(C(=O)OCc2ccccc2)[C@H]3C1=O (stereo partly drawn)	-3%	-10%	-10%	34%[activator]	3%	1%	2%	0%	0.9%
CCOC(=O)c1ccccc1NC(=O)c1ccccc1SC	0%	20%	-4%[57.1 µM]	?	29%	-17%	8%	-11%	0.8%
CCN(CC)C(=O)c1ccc2c(=O)n(CCOC)c(=S)[nH]c2c1	0%	-3%	-1%	?	-28%	3%	4%	-19%	-2.3%
Cc1cc(C)n(-c2ccc(C(=O)NCc3ccc(F)cc3)cc2)n1	-8%	12%	4%	0%	8%	-18%	-2%	-28%	-1.1%
COc1cc(N=Nc2ccc(C(=O)N(C)C)cc2)c(C)cc1N	0%	-11%	-6%	-26%	-10%	0%	-8%	-8%	nt
Cn1c(=O)n(Cc2c(F)cccc2Cl)c(=O)c2c1nc1n2CCN1c1ccc(F)cc1	1%	8%	-4%[11.4 µM]	?	-15%	6%	10%	4%	9.4%
CN(C)c1nc(SCCOC(=O)COc2ccc(Cl)cc2Cl)nc(N(C)C)n1	0%	24%	-1%	3%	-9%	-4%	0%	-29%	1.5%
CN(C)c1nnnn1-c1ccc(OC(F)(F)F)cc1	6%	17%[57.1 µM]	10%[57.1 µM]	1%	14%	-49%	4%	3%	-0.6%
FC(F)Sc1ccc(NC(=S)NC(c2ccccc2)c2ccccc2)cc1	-7%	-19%[11.4 µM]	-5%[11.4 µM]	40µM*	-11%[56.9 µM]	-24%	1%	?	-0.4%
COCCCNC(=O)C(Cc1ccccc1)NS(=O)(=O)c1ccc2c(c1)c(=O)n(C)c(=O)n2C (stereo not drawn)	-4%	-1%	-2%	-10%	7%	-18%	0%	-21%	2.9%
COCC1CCN(C(=O)c2ccc3oc(Cc4ccc(Cl)cc4)nc3c2)C1 (stereo not drawn)	-4%	-4%	-4%	-2%	11%	-8%	6%	-16%	nt
Cc1ccc(S(=O)(=O)N2CCN(c3nc(-c4cccs4)nc4ncccc34)CC2)cc1	2%	48%[activator]	30%	nt	12%	nt	nt	nt	nt
CCn1c(SCC(=O)N2CCCCC2)nc2c(c1=O)SCC2	-1%	-14%	-9%	-5%	20%	10%	6%	-3%	2.6%
CC(=O)Nc1ccc(NC(=O)C2CC(=O)N(C(C)C)C2)cc1 (stereo not drawn)	-3%	13%[57.1 µM]	8%[57.1 µM]	-15%	-17%	-1%	6%	-22%	-0.4%
O=C1CC(c2ccccc2)SC(N(c2ccccc2)c2ccccc2)=N1 (stereo not drawn)	-1%	14%[57.1 µM]	4%[57.1 µM]	-5%	1%	-8%	-8%	-13%	-0.2%
COc1cc2c(cc1OC)[C@@H](NC(=O)CCc1ccccc1)[C@H](O)C2	-1%	20%	0%	21%	-10%	-3%	5%	-28%	nt
COC(=O)c1c(C)c(OC(=O)c2c(C)cc(O)c(C=O)c2O)cc(C)c1O	7%	9%	28%	nt	-20%	-3%	-1%	-23%	nt
CCC(=O)N1c2ccccc2NC2=C(C(=O)CCC2)C1c1ccc(N(C)C)cc1 (stereo not drawn)	1%	-22%	-15%	?	17%	1%	12%	-13%	-2.3%
COc1ccc(/C=N/NC(=O)c2ccc(N(C)S(=O)(=O)c3ccccc3)cc2)cc1	-6%	29%	5%	-4%	-38%	-3%	3%	-22%	0.8%
COc1ccccc1NC(=O)CSc1nc2c(oc3ccccc32)c(=O)n1-c1ccccc1F	3%	22%	4%	-21%	16%	2%	0%	-20%	1.7%
Cc1ccccc1Nc1ncnc2c1cnn2Cc1ccccc1	-7%	-11%	-11%	0%	19%	5%	0%	0%	-0.5%
C=CCn1c(SCn2nnc3ccccc3c2=O)nnc1-c1ccc(Br)cc1	-4%	16%	11%	1%	-9%	-7%	6%	-12%	1.5%
Cc1nc2scc(-c3ccc(C(C)(C)C)cc3)c2c(=O)n1N	-5%	11%[57.1 µM]	1%[57.1 µM]	-1%	9%	14%	15%	-16%	1.8%
COc1ccc(/C=C2\C(=O)c3ccccc3OC2c2ccccc2)cc1 (stereo not drawn)	-19%	28%	3%	5%	19%	-4%	4%	-28%	0.6%
O=C(O)c1ccccc1C=NNc1ccccn1	0%	9%[11.4 µM]	7%[11.4 µM]	?	20%	12%	0%	-12%	nt
COc1ccc(NC(=O)C(C)N(c2ccccc2)S(C)(=O)=O)cc1 (stereo not drawn)	4%	15%	2%	-7%&-9%	-4%	-1%	-1%	1%	-3.3%
Cc1ccc(NC(=O)CCNC(=O)c2ccc([N+](=O)[O-])cc2)cc1C	-7%	7%	1%	-3%	2%	-19%	8%	-29%	-3.0%
CC(/C=N/Nc1ncc(C)c(=O)[nH]1)=C\c1ccccc1	-5%	-17%	-10%	-3%	7%	-4%	2%	-2%	-0.2%
CC(=O)Nc1ccc(SCC(=O)NCC2(N3CCCCC3)CCCCC2)cc1	0%	27%[57.1 µM]	-5%[57.1 µM]	-22%	-24%	3%	4%	-10%	nt
O=C1c2ccccc2C(=O)c2cc(NC(=O)C3CC3)ccc21	0%	-17%	-12%	-5%	12%	-12%	-2%	-16%	5.1%
Cc1cccc(CNC(=O)c2ccc(Cn3c(SCc4cccc(F)c4)nc4cccnc43)cc2)c1	5%	6%	-2%	?	-1%	-1%	15%	-3%	0.4%
COc1ccc(C(=O)c2oc3ccccc3c2N)cc1	2%	-1%	2%	?	-15%	-3%	-2%	-15%	0.6%
Cc1ccc(C)c(NC(=O)CN(C)C(=O)/C=C/c2ccco2)c1	3%	20%[57.1 µM]	-16%[57.1 µM]	9%	-28%	-17%	0%	-23%	-1.2%
COc1cccc(NC(=O)Cn2c3ccc(OC)cc3c3nc4n(c(=O)c32)CCS4)c1	-1%	22%	26%	-28%	13%	-13%	-3%	-16%	10µM*
CN(c1ccccc1)S(=O)(=O)c1cc(C(=O)N2CCN(c3ccccn3)CC2)ccc1Cl	-6%	-1%	-11%	0%	9%	-12%	1%	-17%	3.1%
CCOC(=O)C1(CCCc2ccccc2)CCN(C(=O)C2CCCO2)CC1 (stereo not drawn)	-8%	11%	-4%	0%	7%	-20%	0%	-22%	-2.1%
CCc1ccc(NC(=O)C(C)OC(=O)c2cc(=O)[nH]c3ccc(S(=O)(=O)Nc4ccc(F)cc4)cc23)cc1 (stereo not drawn)	?	16%	3%	-7%	9%	?	-3%	-26%	1.1%
CCCOC(=O)c1ccc(NC(=O)C(=O)NCC2CCCO2)cc1 (stereo not drawn)	1%	-10%	-2%	-15%	0%	-3%	-2%	-6%	0.0%
COc1cc(-c2nnc(NC(=O)c3ccco3)o2)cc(OC)c1OC	4%	-13%	-10%	-16%	7%	-22%	8%	-4%	0.8%
C/C=C\C(=O)Nc1cccc(C2=NOC3(C2)C[C@@H](C(N)=O)N(C(=O)COc2ccc(Cl)cc2)C3)c1 (stereo partly drawn)	-4%	13%	9%	?	-15%	7%	15%	-16%	-3.3%
Cc1csc(NC(=O)c2ccccc2[N+](=O)[O-])n1	1%	17%[57.1 µM]	3%	-2%	7%	8%	0%	-12%	0.1%
CCN(C(=O)COC(=O)c1ccccc1Oc1ccccc1)c1c(N)n(Cc2ccccc2)c(=O)[nH]c1=O	0%	-11%	-9%	?	-33%	0%	7%	3%	nt
O=C(O/N=C\c1ccc(N2CCCCC2)c([N+](=O)[O-])c1)c1cccc(C(F)(F)F)c1	1%	14%	-6%	3%	33%	4%	-1%	-10%	-1.2%

Reformatted with each value named: part of the list above.
> COc1ccc(NC(=O)C(C)N(c2ccccc2)S(C)(=O)=O)cc1 (stereo not drawn)
  Vif-A3G inh: 4%
  rTrxR1 inhibitor: 15%
  TrxR1 substrate: 2%
  12-LOX inh: -7%&-9%
  RGS4 inhibitor: -4%
  Vif-A3F inh: -1%
  mIDH1 inhibitor: -1%
  USP1 inh: 1%
  RXFP1 ag: -3.3%
> Cc1ccc(NC(=O)CCNC(=O)c2ccc([N+](=O)[O-])cc2)cc1C
  Vif-A3G inh: -7%
  rTrxR1 inhibitor: 7%
  TrxR1 substrate: 1%
  12-LOX inh: -3%
  RGS4 inhibitor: 2%
  Vif-A3F inh: -19%
  mIDH1 inhibitor: 8%
  USP1 inh: -29%
  RXFP1 ag: -3.0%
